12-LOX inh: Primary qHTS assay for inhibitors of human arachidonate 12S-lipoxygenase (ALOX12): Round 2; Polyunsaturated fatty acid lipoxygenase ALOX12 (Homo sapiens), P18054; purified 12hLO, xylenol orange hydroperoxide absorbance; Potency, µM (titrated, usually from 108 µM), for inactives: at the top dose activity change, negative = inhibition, hits mostly inhibitors; 1.1% of 580,000 active; active = well fitted inhibition curve with a large enough effect; inconclusive = small, poorly fitted or top-dose-only effect, or another doubt; inactive = no such curve, though single readings can be large or run the other way
Target sequence (P18054 whole entry, looked up): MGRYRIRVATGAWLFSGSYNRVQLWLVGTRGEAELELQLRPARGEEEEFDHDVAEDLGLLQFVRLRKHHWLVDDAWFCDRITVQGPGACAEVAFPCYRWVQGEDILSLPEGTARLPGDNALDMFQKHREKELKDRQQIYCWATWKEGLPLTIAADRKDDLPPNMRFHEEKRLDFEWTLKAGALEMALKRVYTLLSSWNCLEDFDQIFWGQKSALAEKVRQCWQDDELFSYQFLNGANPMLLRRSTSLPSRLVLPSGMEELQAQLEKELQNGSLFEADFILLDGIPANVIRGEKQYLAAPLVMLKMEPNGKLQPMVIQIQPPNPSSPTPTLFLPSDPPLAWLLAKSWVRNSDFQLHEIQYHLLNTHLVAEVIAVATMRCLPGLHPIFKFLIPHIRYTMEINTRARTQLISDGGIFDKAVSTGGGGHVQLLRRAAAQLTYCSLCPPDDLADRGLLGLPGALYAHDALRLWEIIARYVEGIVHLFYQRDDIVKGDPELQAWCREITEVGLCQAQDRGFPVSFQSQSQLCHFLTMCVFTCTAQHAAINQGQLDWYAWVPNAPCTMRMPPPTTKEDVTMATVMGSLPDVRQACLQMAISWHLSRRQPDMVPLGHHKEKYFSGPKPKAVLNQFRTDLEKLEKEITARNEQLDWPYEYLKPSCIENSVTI
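Purified human 12hLO (150 nM final) in 25 mM Hepes, 0.01% Triton X-100, pH 7.0 was preincubated 15 min at room temperature with compound. Then 40 uM arachidonic acid was added, 30 min. Hydroperoxide was read by Fe-XO absorbance ratio 573/405 nm.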
Starred values were filed as active, the others as inactive; ? = inconclusive; [ ] = dose if it differs, or a comment. % is scaled to controls: 0 for no effect and ±100 for the full control effect; potency is read from the fitted curve at half-maximal effect.

| canonical_smiles | 12-LOX inh |
| --- | --- |
| CNC(=O)N1CCC(C2CCN(C(=O)c3ccccc3OC(F)(F)F)C2)CC1 (configuration not stated) | 21.1% |
| O=C(O)c1ccc(Br)cc1C(=O)O | ? |
| Cc1ccncc1C(=O)N1CCC2(CC1)NCCc1c2[nH]c2ccccc12 | 54.2%[activator] |
| O=C(C1CC(=O)N(c2n[nH]c3cccc(F)c23)C1)N1CCc2ccccc2C1 (configuration not stated) | -0.1% |
| O=C1Cc2cc(S(=O)(=O)N3CCN(C(=O)Nc4ccccc4)CC3)ccc2N1 | -0.8% |
| COc1ccc(CN2CC(C)(NC(C)=O)C2)c2ccccc12 | 13.5%[176 µM] |
| O=C1CCSc2ccc(C(=O)NOC3CCCCO3)cc2N1 (configuration not stated) | -26.7% |
| CCN(CC)Cc1cnc2c(C(=O)N3CCC(C(N)=O)CC3)cnn2c1 | 50.9%[activator] |
| NC(=O)c1cccc(NC(=O)c2ccccc2CSc2nc3ccccc3o2)c1 | ? |
| COc1cccc2cc(-c3cc(=O)oc4ccc(C(C)C)cc34)oc12 | -2.8% |
| CCOc1ccc(C(=O)CC2(O)C(=O)Nc3ccc(Br)cc32)cc1 (configuration not stated) | -25.7% |
| Nc1cccn2nc(C3CCC3)nc12 | 71.4%[activator] |
| CCN1CCCC1CNC(=O)c1cc(=O)[nH]c2ccccc12 (configuration not stated) | -16.3% |
| CSCC[C@@H]1NC(=O)c2cc(NC(=O)c3cc(-c4ccccn4)n[nH]3)ccc2NC1=O | 11.5% |
| Cc1cncc(NC(=O)CC2COc3ccc(C(=O)N(C)C)cc3N2C)c1 (configuration not stated) | 41.8%[activator] |
| N#Cc1nc(-c2ccc([N+](=O)[O-])cc2)oc1NC1CCCCC1 | -6.4% |
| CCn1cc(CNC(=O)c2ccc(OC3CCN(S(=O)(=O)N(C)C)CC3)cc2)cn1 | 11.8% |
| CCOC(=O)C1CCN(C(=O)c2cc(Cn3nc(C)cc3C)[nH]n2)CC1 | 57.5%[activator] |
| CCNC(=O)C1CCCN(C(=O)CCc2c(C)c3ccc(OC)cc3oc2=O)C1 (configuration not stated) | -1.7% |
| NC(=O)C1CCN([C@H]2[C@@H]3OC[C@@H](O3)[C@@H](NC(=O)Nc3cccc(C(F)(F)F)c3)[C@@H]2O)CC1 | 0.5% |
| NC(=O)C(=O)N/N=C/c1ccc([N+](=O)[O-])o1 | -3.5%[22.9 µM] |
| CC(C)C(=O)N/N=C/c1cccs1 | -0.5% |
| COc1ccc(N2CCN(c3nc(C(=O)NCc4cccc(C)c4)cs3)CC2)cc1 | 16.4% |
| CN(CC(=O)N(Cc1ccc(C2CCCCC2)cc1)c1ccc(C(=O)O)c(O)c1)S(=O)(=O)c1c(F)c(F)c(F)c(F)c1F | ? |
| O=C(c1ccccn1)N1CCC(N2CCCOC2=O)CC1 | 4.6%[6.33 µM] |
| COc1ccc(-c2cc3ncc(C(=O)c4cc(Br)ccc4O)cn3n2)cc1 | -0.3% |
| Cc1ccccc1C1CCCN1C(=O)c1cc(C(C)C)on1 (configuration not stated) | 13.0% |
| Cc1ccc(C)c(C(NC(=O)C2CC2)c2cccnc2)c1 (configuration not stated) | 1.8% |
| COc1ccc(-c2nn(-c3ccccc3)cc2CN2CCCC(C#N)C2)c(F)c1 (configuration not stated) | 16.6% |
| Cc1cccc(NC(=O)CN2CCCN(c3ncc(C(F)(F)F)cc3Cl)CC2)c1 | -9.0% |
| Cn1nccc1C(=O)N1CCCCCCNC(=O)CC1c1ccccc1 (configuration not stated) | 39.6%[activator] |
| CCn1ccc(C(=O)N2CC(C(=O)N(C)C)C3(CCOCC3)C2)n1 (configuration not stated) | 46.7%[activator] |
| CCCCCCCn1c(SCCC(=O)O)nc2c1c(=O)[nH]c(=O)n2C | ? |
| COCc1cn(C[C@H]2C[C@@H](NC(=O)CC(C)(C)C)[C@H](O)[C@@H]2O)nn1 | -24.1%[176 µM] |
| O=C(Cc1cccc(C(F)(F)F)c1)NCCc1ccccn1 | -1.0% |
| O=C(NC1CCN(c2cc(-c3ccc(Cl)cc3)[nH]n2)CC1)c1ccccc1F | 6.8% |
| Cc1ccc(C(=O)Nc2cccc3c2CCCC3)cc1C | -26.7% |
| Cc1ccccc1-c1cn[nH]c1C1CCN(C(=O)CN2CCNC(=O)C2)CC1 | 79.3%[activator] |
| Cc1ccc(-c2cn3c(n2)CO[C@@H](CNS(C)(=O)=O)C3)cc1 | -18.3%[176 µM] |
| CC(C)OC(=O)CC(NC(=O)c1cccc(CS(C)(=O)=O)c1)c1ccccc1 (configuration not stated) | 1.4% |

Another view of some results above:
CCCCCCCn1c(SCCC(=O)O)nc2c1c(=O)[nH]c(=O)n2C
  12-LOX inh = ?

O=C(NC1CCN(c2cc(-c3ccc(Cl)cc3)[nH]n2)CC1)c1ccccc1F
  12-LOX inh = 6.8%

CCn1ccc(C(=O)N2CC(C(=O)N(C)C)C3(CCOCC3)C2)n1 (configuration not stated)
  12-LOX inh = 46.7%[activator]

COc1ccc(N2CCN(c3nc(C(=O)NCc4cccc(C)c4)cs3)CC2)cc1
  12-LOX inh = 16.4%

Carrying on:
| canonical_smiles | 12-LOX inh |
| --- | --- |
| C[C@H](O)[C@@H]1C(=O)N2CCc3c([nH]c4c(-c5ccc6c(c5)OCO6)cccc34)[C@@H]2C[C@@H]1N(C)C(=O)Nc1ccccc1 | -12.3% |
| Cc1nc2n(c(=O)c1CCN1CCC(c3noc4cc(F)ccc34)CC1)CCC[C@H]2O | -4.5%[12.5 µM] |
| CCOc1cccc(C(=O)NC23CC4CC(CC(C4)C2)C3)c1 | -2.5% |
| CC(C)N1CCCC2(CCN(S(=O)(=O)c3cccc(F)c3)C2)C1=O (configuration not stated) | 25.3% |
| CS(=O)(=O)N1C[C@H]2CCN(Cc3cc(F)c(F)cc3F)C[C@H]21 | 6.9% |
| O=C(NC1CCc2n[nH]c(=O)n2CC1)c1ccc2ccccc2n1 (configuration not stated) | -1.7% |
| CC1(C(=O)Nc2ccccc2F)COCc2cnc(Nc3ccccc3)nc21 (configuration not stated) | -4.2%[176 µM] |
| COCCN1CCCCCC(O)c2cc(C(=O)NCc3cc(OC)ccc3OC)ccc21 (configuration not stated) | 3.7% |
| COc1cc(C(=O)N2C3CCCC2CC(=O)C3)nc2ccccc12 | -3.6%[176 µM] |
| CN1CC(=O)N(C2CCCNCC2)Cc2c1ncnc2N1CCC(C#N)CC1 (configuration not stated) | ? |
| O=C(Nc1cccc2cnccc12)c1cccc(S(=O)(=O)N2CCCCCC2)c1 | -5.1% |
| COc1ccccc1/C=C1\Oc2cc(OS(=O)(=O)c3ccccc3)ccc2C1=O | -20.5% |
| COc1cc(CN2CC=C(C)CC2)ccc1OCC(O)CN1CCSCC1 (configuration not stated) | 39.7%[activator] |
| O=C(CN1CCN(C(=O)c2cc(-c3ccccc3)nc3ccccc23)CC1)N1CCOCC1 | -2.2% |
| CCC1(O)CCC12CCN(C(=O)C1CC1)CC2 (configuration not stated) | 21.4% |
| CCNc1c(NC(=O)Cc2ccc(OC)cc2)c(=O)oc2ccccc12 | 14.8% |
| Cc1ccc(NC(=O)Nc2ccc(C)n(CC(=O)Nc3ccc(C)cc3C)c2=O)cc1 | -29.9% |
| O=C(c1ccccc1)N1CC2(CCCN2Cc2cccnc2)Cc2ccccc21 (configuration not stated) | -1.3%[6.33 µM] |
| COc1ccc(-c2ccnc(N[C@H]3CO[C@H]4[C@@H]3OC[C@H]4OCC(N)=O)n2)cc1 | 21.6%[176 µM] |
| CCOC(=O)N1CCC(NC(=O)c2cnn3c(C)c(Cc4cc(C)ccc4C)c(C)nc23)CC1 | ? |

New compounds follow.
| structure | 12-LOX inh |
| --- | --- |
| CC1CCCCC1Nc1ncnc2c1CN(C1CCNCC1)C(=O)CN2C (configuration not stated) | -18.3%[6.33 µM] |
| O=C(Nc1cc(Cl)cc(Cl)c1)C1CC(=O)N(C2CCCCC2)C1 (configuration not stated) | -24.0% |
| Cc1cc(C)c(C(=O)N2CCCC(Nc3ccccc3)C2)cc1C (configuration not stated) | 44.6% |
| COc1ccc(CCC(C)=O)cc1 | -10.2%[22.9 µM] |
| COc1ccccc1-n1cnnc1SC(C)C(=O)c1ccc(F)cc1 (configuration not stated) | -25.3% |
| COc1cc(NC(=O)[C@H](C)n2c(=O)[nH]c3ccccc3c2=O)cc(OC)c1 | -67.2% |
| COc1ccc(C(=O)C(C)Oc2ccc(C#N)cc2OC)cc1 (configuration not stated) | ? |
| CC(=O)c1ccc(C(=O)N(Cc2cccs2)Cc2cccs2)s1 | ? |
| CCCn1c(C)cnc1CC1CCCN(C(=O)c2ccc(OC)cc2)C1 (configuration not stated) | 52.3%[activator] |
| COc1ccc(C2C(C#N)=C(N)OC3=C2C(=O)CC(C)(C)C3)c2ccccc12 (configuration not stated) | 7.94µM* |
| COc1ccc(C(=O)N2CCC(n3cc(-c4nc(-c5ccccc5)no4)nn3)CC2)c(C)c1 | ? |
| CCCCC(CC)COC(=O)c1ccccc1C(=O)O (configuration not stated) | -3.5%[57.4 µM] |
| CC(C)NC(=O)c1cccc2c1CCCN2Cc1nc(-c2cccc(Cl)c2)no1 | 0.0% |
| N=C(N)c1cc(I)cc([N+](=O)[O-])c1 | ? |
| COC(=O)c1ccc(C2NC(=O)NC(C)=C2C(=O)N2CCOCC2)cc1 (configuration not stated) | ? |
| O=C(NCc1ccccn1)C1(c2ccccc2)CCC1 | -21.7% |
| Cc1cc(C(=O)O)c(C)n1CC(F)(F)F | -0.5% |
| Cn1nc(C(=O)OCC(=O)c2ccc(C3CCCCC3)cc2)c2ccccc2c1=O | 27.2% |
| Cc1cc(N2CCN(C(=O)C(c3ccc(F)cc3)N(C)C)CC2)cc(C)n1 (configuration not stated) | 32.1%[activator] |
| CN1CCN(C(=O)c2cnc(-c3ccccn3)nc2)[C@H]2CS(=O)(=O)C[C@H]21 | 49.9%[activator] |
| CS(=O)(=O)N1CCN(C(=O)Cn2nc3c(cc2=O)CCCCC3)CC1 | 37.1%[activator] |
| COc1cccc(C(=O)N2CCC(N3C[C@H](O)C[C@H]3C(=O)NCC3CC3)CC2)c1 | 31.5% |
| O=C(CCc1c[nH]c2ccccc12)Nc1ccc(F)cc1F | -0.5% |
| O[C@@H]1C[C@@H](c2nc(Cc3ccc(F)cc3Cl)no2)N(Cc2cc3ccccc3o2)C1 | -11.1%[176 µM] |
| CSc1ccc(NC(=O)c2cc3c(s2)CN(C2CC2)C3)cc1 | 468.9%[activator] |
| CCOc1ccccc1CN1CCC2(CCN([S+](=O)([O-])c3cccc(C(F)(F)F)c3)CC2)Oc2ccccc21 | -5.4% |
| O=C1NCCCN1C1CCN(Cc2cccnc2)CC1 | 34.6%[activator][176 µM] |
| O=C(Cc1ccccc1F)N1CCC(CCOc2ccccc2)C1 (configuration not stated) | 40.6% |
| COc1ccc2c(c1)cc(C(=O)NCCOc1ccccc1)n2C | -5.2% |
| Cc1cc2nc(C(=O)NC3CCCCC3)c(-c3cccc(Br)c3)nc2cc1C | -6.1% |
| Cc1ccc(N/N=C/C=C/c2ccccc2[N+](=O)[O-])c(C)c1 | 15.8µM* |
| Cc1cc(C)cc(C(=O)N2CCN(Cc3nc(N)c4ccccc4n3)CC2)c1 | 8.3% |
| NC(=O)C(NC(=O)c1cccc(Oc2cccc(C(F)(F)F)c2)c1)C(N)=O | -47.8% |
| CCNC(=O)c1cc2c(-c3cc(OCCN4CCCC4)c(Cl)cc3Cl)nc(N)nc2s1 | ? |
| Cc1ccc(-c2cnc(CCC(=O)Nc3cccc(Cl)c3)o2)cc1C | 4.6% |
| O=C(CCCn1c(=O)c2cccn2c2ccccc21)N1CCN(c2cccc(Cl)c2)CC1 | -3.3% |
| COC(=O)[C@]12C[C@H](CC(=O)NCCCCc3ccccc3)C(=O)N(CCC3=CCCCC3)C1=C[C@H](COCc1ccccc1)O[C@@H]2C | -16.7% |
| CCOCc1nc(C2CCCN(C(=O)c3ccccc3F)C2)no1 (configuration not stated) | 30.8%[activator] |
| O=C(CSc1ncc(-c2ccccc2)o1)NCC1CC1 | 19.5% |
| CCOc1cc2c(cc1NC(=O)CCc1ccco1)OC(C)C2 (configuration not stated) | ? |

In another format: entries from further up
COc1cccc(C(=O)N2CCC(N3C[C@H](O)C[C@H]3C(=O)NCC3CC3)CC2)c1
  12-LOX inh: 31.5%
O=C(CCCn1c(=O)c2cccn2c2ccccc21)N1CCN(c2cccc(Cl)c2)CC1
  12-LOX inh: -3.3%

More structures:
| structure | 12-LOX inh |
| --- | --- |
| COc1ccc(C2=CC(c3c(F)cccc3Cl)n3nnnc3N2)cc1 (configuration not stated) | 39.8µM* |
| CC(C)(CC(=O)O)CC(=O)Nc1cccc2ccccc12 | 2.8% |
| Cc1ccc(NC(=O)c2ccc3c(c2)N(C)C2CCCCCN2C3=O)cc1C (configuration not stated) | -1.3% |
| C[C@@H]1C(=O)O[C@H]2[C@H]1CC[C@@]1(C)Cc3sc(NC(=O)c4ccc(F)c(Cl)c4)nc3[C@@H](C)[C@H]21 | 13.0% |
| Cc1nnnn1-c1ccc(NS(=O)(=O)NCc2ccccc2)cc1 | ? |
| Cc1cccc(CNC(=O)c2cnn(-c3nccc(-c4cc5ccccc5o4)n3)c2C2CC2)n1 | 13.9% |
| Cn1ccnc1C(=O)N1CCCCCCNC(=O)[C@@H]2C[C@@H](c3nc(Cc4ccccc4)no3)C[C@@H]21 | 28.5% |
| CCCNC(=O)c1cccc(NC(=O)c2ccc(F)cc2)c1 | 14.7% |
| O=C(Nc1ccc2ncnc(N3CCCCC3)c2c1)c1cccc(Cl)c1 | 31.3%[activator] |
| CCC(C)CN1C(=O)CSCC1(C)C(=O)Nc1c(C)cccc1C (configuration not stated) | 0.0% |
| COCc1cn(C[C@H]2C[C@@H](NC(=O)C3CCOCC3)[C@H](O)[C@@H]2O)nn1 | 10.0%[176 µM] |
| COCCn1c(C)nnc1-c1cc(-c2cccc(O)c2)ccn1 | 71.9%[activator][176 µM] |

Screening results (PubChem)

A portion of the library; count on the stated rates, not on these rows.
